DDE Tn7 FP inh – inhibitors of Tn7 peptide binding to human fibrin DD(E); P02675; FP displacement of FITC-Tn7 peptide from fibrin DD(E); 0% = median of compound wells per plate; inhibition, % at 8.3 µM; 370,000 compounds, 0.13% hits; AID 720508;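 active = inhibition above the mean of compounds falling within the control limits plus 3 SD of them, cut at about 14% in these data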;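 also: 0% = plate median of compound wells and 100% = 10 µM Aha-Tn7 peptide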
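System: human fibrin DD(E); quantity: Fibrin-DD(E) at 2 µM final; also added: fluorescent Tn7 probe at 0.1 µM; compound dosing: single nominal test concentration of 8.3 µM per compound; schedule: 10 min preincubation, 3 h with tracer, room temperature; detection: fluorescence polarization of the labelled Tn7 tracer; repeats: one replicate per compound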
TDP2 absorb – TDP2 (human) inhibition, absorbance primary screen; O95551; recombinant TDP2, T5PNP hydrolysis, p-nitrophenol absorbance 415 nm; inhibition, % at 12.8 µM; 370,000 compounds, 0.34% hits; AID 720702;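 active = inhibition above the mean of all tested compounds plus 3 SD, set per campaign, cut at about 25% in these data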;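 also: 0% = DMSO with enzyme and 100% = buffer with substrate but no TDP2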
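Incubation: 2 h at 37 °C; Test system: recombinant human TDP2; Quantity: enzyme 120 nM; Read-out basis: percent inhibition; Medium: 50 mM Tris-HCl pH 7.5 with Mg2+, KCl, DTT, BSA; Repeats: single replicate; Compound: 12.8 µM single point, 1% DMSO; Signal: epi absorbance; Reagent: 5 mM T5PNP chromogenic substrate; Benchmarks: no-enzyme high, DMSO-plus-enzyme low.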
ARFGAP1 inhibitor – inhibitors of rat ARFGAP1; Q62848; Arfgap1-stimulated ARF1 GTP hydrolysis, GDP FP detection; inhibition, % at 16.5 µM; 360,000 compounds, 0.26% hits;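 active = inhibition above a per-plate limit, mean inhibition of low control wells plus 3 SD, cut at about 25% in these data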;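 also: 0% = DMSO wells with enzyme and 100% = wells lacking Arfgap1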
Target sequence (Q62848 1-136 limits assumed): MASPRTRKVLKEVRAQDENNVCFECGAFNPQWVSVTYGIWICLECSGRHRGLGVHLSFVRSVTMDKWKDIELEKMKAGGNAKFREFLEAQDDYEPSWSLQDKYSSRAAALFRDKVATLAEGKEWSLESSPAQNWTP
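System: truncated rat Arfgap1 GAP domain / Benchmarks: high control wells lacking Arfgap1, low control full reaction with DMSO / Times: compound-enzyme preincubation 20 min, reaction 120 min, detection 60 min, 25 °C / Repeats: one replicate per compound / Also added: human ARF1(Δ1-17)-GTP substrate / Measured by: Tracer-displacement fluorescence polarization with EDTA stop, 620/688 nm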
PLC-gamma1 inh – inhibitors of human phospholipase C gamma1. P19174. inhibition, % at 12.2 µM. purified PLC-gamma1, fluorogenic substrate, fluorescence. 370,000 compounds, 0.84% hits; in the data active = inhibition above about 9.5%
proKLK7 act – activators of human kallikrein-7 zymogen; 370,000 compounds, 0.9% hits; activation, % at 7 µM; purified proKLK7, EDANS-DABCYL substrate fluorescence; 100% is mature enzyme control, 0% vehicle;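 active = activation above the mean of all tested compounds plus 3 SD, computed per campaign excluding outliers beyond control limits, cut at about 13% in these data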
Tn6 DDE FP – inhibitors of Tn6 peptide binding to human fibrin DD(E). P02675. Fibrin DD(E) TRITC-Tn6 fluorescence polarization displacement. inhibition, % at 8.3 µM. 370,000 compounds, 0.21% hits;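 active = inhibition above a per-campaign cutoff: mean of compounds within control limits plus 3 SD, cut at about 15% in these data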;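 also: 0% = median of all compound wells on the plate and 100% = blocking peptide control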
LEDGF integ inh – blocks HIV-1 LEDGF/p75-dependent DNA integration. TR-FRET IN-LEDGF/p75 DNA integration, Eu/Cy5. inhibition, % at 3.7 µM. 370,000 compounds, 0.64% hits. AID 743269;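 active = inhibition above the screen-wide mean plus 3 SD, cut at about 13% in these data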;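 also: signal is the Cy5 over europium emission ratio at 671 and 618 nm; 0% = plate median of compound wells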
ADAM17 inh – inhibitors of human ADAM17. 370,000 compounds, 0.83% hits. recombinant ADAM17, EDANS/DABCYL FRET peptide cleavage. inhibition, % at 6.95 µM;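 active = inhibition above the mean of compounds lying between control limits plus 3 SD, set per campaign, cut at about 8.5% in these data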;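 also: 0% = DMSO-only wells as the low control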
ASAP1 GAP inh – inhibitors of human ASAP1 ArfGAP activity. Q9ULH1. ASAP1-stimulated ARF1 GTP hydrolysis, GDP FP detection. inhibition, % at 16.5 µM. 360,000 compounds, 0.19% hits; in the data active = inhibition above about 25%;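 also: 0% = vehicle with enzyme and substrate and 100% = no enzyme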
Target sequence (Q9ULH1 325-724 limits assumed): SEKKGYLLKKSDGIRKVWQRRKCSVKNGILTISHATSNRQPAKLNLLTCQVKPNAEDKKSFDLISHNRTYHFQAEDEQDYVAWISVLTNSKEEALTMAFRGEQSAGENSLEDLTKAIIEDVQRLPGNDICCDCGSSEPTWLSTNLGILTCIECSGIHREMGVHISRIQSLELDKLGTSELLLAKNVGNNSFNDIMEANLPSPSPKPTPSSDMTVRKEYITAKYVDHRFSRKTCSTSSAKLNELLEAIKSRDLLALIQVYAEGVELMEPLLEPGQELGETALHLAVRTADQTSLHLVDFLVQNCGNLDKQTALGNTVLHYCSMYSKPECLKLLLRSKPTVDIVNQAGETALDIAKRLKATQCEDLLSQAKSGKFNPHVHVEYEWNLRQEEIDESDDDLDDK
ADAM10 inh – inhibits human ADAM10. recombinant ADAM10, EDANS/DABCYL FRET peptide cleavage, 3 h. 370,000 compounds, 0.62% hits. O14672. inhibition, % at 7 µM;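 active = inhibition above a per-campaign cutoff equal to the mean of compounds falling between control-based bounds plus 3 SD, cut at about 20% in these data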;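 also: 0% = DMSO wells while the 100% control is not disclosed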
Target sequence (O14672 214-748 limits assumed): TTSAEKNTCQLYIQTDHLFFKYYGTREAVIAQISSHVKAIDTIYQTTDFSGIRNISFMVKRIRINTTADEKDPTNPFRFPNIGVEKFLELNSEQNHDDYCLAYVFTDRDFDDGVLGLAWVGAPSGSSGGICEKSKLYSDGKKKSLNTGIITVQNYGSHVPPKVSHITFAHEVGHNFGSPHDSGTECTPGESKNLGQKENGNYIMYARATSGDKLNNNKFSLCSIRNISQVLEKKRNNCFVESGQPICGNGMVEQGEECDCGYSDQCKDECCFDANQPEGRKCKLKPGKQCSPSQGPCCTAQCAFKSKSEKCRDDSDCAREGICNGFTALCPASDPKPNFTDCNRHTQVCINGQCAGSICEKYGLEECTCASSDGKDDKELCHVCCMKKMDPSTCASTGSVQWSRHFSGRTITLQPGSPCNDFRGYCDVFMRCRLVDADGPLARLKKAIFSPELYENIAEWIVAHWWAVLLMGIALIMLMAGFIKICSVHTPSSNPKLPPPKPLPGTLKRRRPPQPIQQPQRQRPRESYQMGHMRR
The depositor's hits bear a star; i = inactive; / = no result given.

SMILES	DDE Tn7 FP inh	TDP2 absorb	ARFGAP1 inhibitor	PLC-gamma1 inh	proKLK7 act	Tn6 DDE FP	LEDGF integ inh	ADAM17 inh	ASAP1 GAP inh	ADAM10 inh
CCc1ccc(NC(=O)c2cnn3c(C(F)F)cc(C)nc23)cc1	2	5	-8	-1	0.3	-6	4	1	-14	-3
COC(=O)/C(C#N)=C1/C=Cc2ccccc2N1	-9	-10	11	-28	0.5	4	6	0	8	-4
CC(C)Cc1nc(SCC(=O)N2CCCCC2)c2c(=O)n(C)c(=O)n(C)c2n1	1	12	-5	0	0.2	6	-3	0	-12	-2
O=Cc1ccc(OCC(=O)Nc2ccccc2C(F)(F)F)cc1	1	1	4	2	-0.2	6	-1	-4	14	4
COc1ccc(C(=O)N2CCC(C(=O)NCc3ccccn3)CC2)cc1	1	4	-5	-4	-0.5	0	1	-5	-22	-3
Cc1ccccc1CS(=O)(=O)CCC(=O)O	-7	-1	2	1	-0.3	-2	2	-2	22	-2
CC1=CC(c2ccc(Cl)cc2)n2nc(NC(=O)CCC(=O)O)nc2N1 (configuration not stated)	3	-1	1	i	10	11	-1	i	-3	i
COc1ccccc1N(CC(=O)Nc1cccnc1)S(C)(=O)=O	-1	6	8	3	-0.3	2	-2	-2	-2	2
O=C(CSc1nc2ccccc2c(=O)n1-c1ccccc1)NCc1ccc2c(c1)OCO2	-5	2	17	-2	-0.8	-2	2	-5	-14	-6
CNC(=O)C[C@H]1CC[C@H]2[C@@H](COc3ccc(NC(=O)Nc4ccccc4)cc3C(=O)N2C)O1	-1	5	/	4	0.1	1	4	-5	/	4
CCN(CC(=O)Nc1ccccc1C(F)(F)F)C(=O)c1cc(S(=O)(=O)N2CCCCCC2)ccc1OC	-1	2	18	5	0.3	4	-2	1	11	-20
OCCC1CN(Cc2ccc3ncccc3c2)CCN1Cc1ccccc1 (configuration not stated)	2	4	2	0	0.7	-2	-5	-3	7	-10
Cc1cnc(C(=O)OC(C)C(=O)Nc2ccccc2-c2ccccc2)cn1 (configuration not stated)	4	7	8	2	-0.5	2	-3	2	-3	-13
Cc1cc(N/N=C/c2c[nH]c3ccccc23)c2ccccc2n1	7	8	-4	-27	0.2	-8	-4	-33	-3	-91
Cc1ccccc1CN(C)C[C@@H]1OCc2cnnn2CCCC(=O)N([C@@H](C)CO)C[C@H]1C	0	7	1	1	0.4	-1	-11	2	1	-3
CC(=O)Nc1ccc(NC(=O)CSc2nccn2Cc2ccco2)cc1	0	4	-6	1	0.4	5	-3	-4	-4	-12
CC(C)OC(=O)c1c2c(n3ccccc13)C(=O)c1ccccc1C2=O	-2	-5	-13	-38	0.5	5	-6	-1	-6	-6
O=C(/C=C\Nc1ccc2c(c1)OCO2)c1cccs1	1	-2	7	-73	0.7	2	-5	-5	2	-4
CC(NC(=O)c1ccccc1Cl)C(=O)NCc1cccs1 (configuration not stated)	0	7	3	0	-0.5	-1	0	-1	7	-3
O=Cc1c[nH]c2ncccc12	1	-21	4	10*	-0.3	-7	1	-8	-5	-3
NS(=O)(=O)c1ccc(NC(=O)COC(=O)CCc2c[nH]c3ccccc23)cc1	7	11	0	1	0.8	6	1	2	8	6
O=[N+]([O-])c1cccc2cn[nH]c12	0	4	7	-2	0.9	0	-2	-3	-6	-3
O=C(CCSc1ccccc1)N1CCN(C(=O)c2ccco2)CC1	-10	-18	0	14*	-0.7	2	6	4	4	7
CCCCCCCCN1C(=O)[C@@H](CC(=O)N2CCOCC2)C[C@@]2(C(=O)OC)C1=C[C@H](COCc1ccccc1)O[C@@H]2C	1	3	/	-3	0.1	5	-4	1	/	4
Cc1ccccc1/C=C1\CCCc2ccccc2C1=O	-2	9	5	-1	-0.2	1	2	-3	-2	-6

Going on with the list:
SMILES	DDE Tn7 FP inh	TDP2 absorb	ARFGAP1 inhibitor	PLC-gamma1 inh	proKLK7 act	Tn6 DDE FP	LEDGF integ inh	ADAM17 inh	ASAP1 GAP inh	ADAM10 inh
O=C(NN1CCOCC1)c1cccc(F)c1	-9	-10	1	5	0.3	-1	-3	-1	4	7
CCOc1cc(C(N)=O)cc(Br)c1OCC	2	-7	3	4	-0.5	8	-5	4	2	-2
CN1/C(=C/C=N/n2cnnc2)C(C)(C)c2ccccc21	-5	-4	6	-16	1.3	3	2	-13	0	-45
CCC(C(=O)Nc1ccc2[nH]ncc2c1)c1ccccc1 (configuration not stated)	-6	8	3	-1	-0.7	-7	-1	0	0	-1
CN(c1ccccc1C(=O)N1CCN(c2cccc(Cl)c2)CC1)S(C)(=O)=O	4	1	8	0	-0.3	5	0	-4	8	4
O=C(N/C(=C\c1ccc(Br)cc1)C(=O)N1CCCC1)c1cccs1	-7	-10	8	-2	0.4	-8	-1	2	3	-13
CCOc1ccc(CCNC(=O)CN2C(=O)NC3(CCCCC3)C2=O)cc1OCC	-2	-4	0	2	-0.6	1	1	-2	2	0
CCNC(=S)N(Cc1ccco1)Cc1cc2cc3c(cc2[nH]c1=O)OCCO3	-1	-8	7	-33	1.3	4	2	-78	5	-256
CN(C)S(=O)(=O)c1cccc(C(=O)Nc2cc3c(cc2C(=O)O)OCCCO3)c1	-1	0	-6	-3	-0.2	-7	-4	-6	9	-8
COc1ccccc1/C=C1\SC(=S)N(NS(=O)(=O)c2ccc(C)cc2)C1=O	-2	-6	-9	-2	0.2	-1	0	-3	5	-2
COc1ccccc1CCNC(=O)CSc1nc2c([nH]1)c(=O)n(C)c(=O)n2C	10	10	/	-4	-0.7	-3	-4	5	/	-2
COc1cc(O)c(C(C)=O)cc1OC	4	-8	3	-3	-0.4	-4	-2	-1	-4	-14
COC(=O)c1sccc1NC(=O)CC1C(=O)NCCN1C(=O)c1ccc(C)c(C)c1 (configuration not stated)	-6	-13	11	2	0.5	-8	5	3	0	4
Cc1nnc(Cc2ccccc2)c2n[nH]c(C)c12	0	2	7	0	0.3	-3	-1	-3	0	-10
Cc1cn([C@H]2C[C@H](O)[C@@H](CCC(=O)NCCc3c[nH]c4ccccc34)O2)c(=O)[nH]c1=O	7	1	-14	-2	-0.5	0	-1	-3	3	-17
CCCC(=O)Nc1cc(OC)c(C(=O)OC)cc1Cl	-3	-9	-15	5	-0.2	7	3	0	-2	5
CCCC(O)(c1ccc(Br)cc1)C(CN1CCOCC1)c1ccc(Cl)cc1 (configuration not stated)	11	2	-4	2	-0.7	-6	-2	2	-6	3
COC(=O)N(C)C[C@H]1OCc2cn(nn2)CCCC(=O)N([C@@H](C)CO)C[C@@H]1C	3	8	-13	-2	-0.7	3	0	-7	-3	-8
COc1ccc(-c2noc(Cn3cc(S(=O)(=O)N4CCCC4)ccc3=O)n2)cc1	2	3	-2	-3	-0.2	9	3	0	7	-4
CCN(CC)S(=O)(=O)c1ccc2nc(COC(=O)c3n[nH]c4ccccc34)[nH]c2c1	-1	8	-2	-5	0.1	7	-6	-2	2	2
CCOc1ccc(NC(=O)CSc2nnc(C(C)C)n2CC)cc1	-8	-3	14	4	0.2	-4	-2	4	-3	-4
CN(Cc1ccccc1)C(=O)CSc1nc2c(c(C(F)(F)F)n1)CCc1ccccc1-2	6	2	3	3	0.6	-8	-2	3	-8	7
CC1Cc2ccccc2N1C(=O)CSc1nnc2c(n1)[nH]c1ccccc12 (configuration not stated)	-3	-2	-8	-1	-0.2	-3	-1	-1	-5	-1
COC(=O)C1=C(C)N(Cc2ccccc2C(F)(F)F)C(=NCc2ccc(C(F)(F)F)cc2)NC1c1ccc(F)cc1 (configuration not stated)	0	-3	17	4	-0.5	2	2	0	9	1
CCOc1ccc(-c2cc(C(=O)NCCCn3ccnc3)c3cc(Br)ccc3n2)cc1	-4	5	6	-255	-15	5	-28	-49	7	-223

Remaining list, next part.
SMILES	DDE Tn7 FP inh	TDP2 absorb	ARFGAP1 inhibitor	PLC-gamma1 inh	proKLK7 act	Tn6 DDE FP	LEDGF integ inh	ADAM17 inh	ASAP1 GAP inh	ADAM10 inh
Cc1cc2cc(CN(CC3CCCO3)C(=S)NCc3ccco3)c(=O)[nH]c2cc1C (configuration not stated)	9	-4	4	-5	-0.4	7	-2	-3	9	-26
CCSc1nnc(NC(=O)C2(C)Cc3ccccc3C(=O)O2)s1 (configuration not stated)	-6	5	1	0	0.3	4	-3	-4	4	-1
COc1ccc(NC(=O)CSc2nnc(Cc3ccccc3)o2)c(OC)c1	-10	-3	2	0	-0.7	-5	-1	-1	2	-5
CCOn1c(=O)c(=O)n(OCc2ccccc2)c2ccccc21	2	-5	14	0	0.2	11	-3	0	-5	8
CN(C)c1ncc(C(=O)O)cn1	3	-16	14	-4	-0.6	14	0	-5	-10	-11
O=C1/C(=C/c2ccccn2)SC(=S)N1Nc1ncc(C(F)(F)F)cc1Cl	6	-7	-17	-19	-0.2	3	0	3	-5	10
CCOC(=O)c1[nH]nc(-c2cc(CC)c(O)cc2O)c1-c1cscn1	2	10	1	0	0.0	3	-3	-3	4	-1
CC(C)C(NS(=O)(=O)c1cccc2nsnc12)C(=O)N1CCCCC1 (configuration not stated)	-7	11	-1	2	-0.3	3	-1	-3	8	-9
O=C(O)CNS(=O)(=O)/C=C/c1ccccc1	7	-5	17	-1	-0.4	-2	-6	-1	3	-2
CC(=O)N1CCN(CC(=O)Nc2cc(S(=O)(=O)N3CCCCC3)ccc2C)CC1	-1	0	-7	2	0.2	0	0	-4	3	-5
Cc1cc(/C=N/NS(=O)(=O)c2ccc(F)c(Cl)c2)no1	1	11	1	-3	0.2	2	0	-2	-17	0
CC(C)Sc1nc(N)nc2c1ncn2C1OC(CO)C(O)C1O (configuration not stated)	-4	2	-2	-1	0.3	-2	0	-4	-12	-22
C=CCn1c(=O)c2ccccc2n2c(SC(C)C(=O)Nc3nc(-c4ccccc4)cs3)nnc12 (configuration not stated)	-4	5	-5	3	0.0	0	1	-2	-2	5
O=C(CN(Cc1cccs1)C(=O)c1csnn1)NC1CCCC1	8	-2	8	-3	0.1	6	0	-9	2	0

Single values from the entries so far:
In proKLK7 act, CC(C)C(NS(=O)(=O)c1cccc2nsnc12)C(=O)N1CCCCC1 (configuration not stated) is entered as -0.3
In ASAP1 GAP inh, CC(=O)N1CCN(CC(=O)Nc2cc(S(=O)(=O)N3CCCCC3)ccc2C)CC1 is entered as 3

Screens as filed in PubChem.
